Mtb BioA inh: blocks M. tuberculosis BioA enzyme activity; purified M. tuberculosis BioA enzyme, plate reader; hit rate 0.096% among 360,000; AID 602481; inhibition, % at 9.99 µM; in the data active = inhibition above about 40%
TcdB inh: TcdB glycohydrolase inhibition. P18177. inhibition, % at 9.99 µM. TcdB glycohydrolase enzymatic assay, plate reader. hit rate 0.24% among 350,000; in the data active = inhibition above about 10%
The depositor's hits bear a star; & = joins results of further samples. An excerpt. The share of hits here may be higher or lower than overall.

Compound | Mtb BioA inh | TcdB inh
C[C@@H]1CCCCO[C@@H](CN(C)Cc2ccc(C(=O)O)cc2)[C@@H](C)CN([C@@H](C)CO)C(=O)c2cc(NC(=O)Nc3ccc(F)cc3)ccc2O1 | 2.3 | -2.9
C[C@@H]1CN([C@H](C)CO)C(=O)c2cccc(NS(=O)(=O)c3ccc(Cl)cc3)c2O[C@@H]1CN(C)C | 0.1 | 0.4
O=C(C[C@@H]1C[C@H]2c3cc(NC(=O)C4CCC4)ccc3O[C@H]2[C@@H](CO)O1)NC1CCCCC1 | -2.5 | 0.4
C[C@@H]1CCCCO[C@@H](CN(C)C)[C@@H](C)CN([C@@H](C)CO)C(=O)c2cc(NC(=O)Nc3cccc4ccccc34)ccc2O1 | 0.5 | -0.7
CN1[C@H](C(=O)NCc2ccc(F)cc2)[C@@H](CO)[C@@H]2Cn3c(ccc(-c4ccccc4F)c3=O)[C@@H]21 | 6.9 | 0.7
O=C(C[C@H]1C=C[C@@H](NC(=O)c2ccccc2)[C@H](CO)O1)NCc1ccc(Oc2ccccc2)cc1 | -2.0 | -0.8
COc1ccc(NC(=O)N(C)C[C@@H]2Oc3c(NC(=O)c4cnccn4)cccc3C(=O)N([C@@H](C)CO)C[C@@H]2C)cc1 | -2.4 | 0.7
C[C@H]1CN([C@@H](C)CO)S(=O)(=O)c2ccc(C#CC3CCCCC3)cc2O[C@H]1CN(C)Cc1cccnc1 | 0.5 | -0.8
O=C(C[C@@H]1C=C[C@@H](NC(=O)Cc2ccccn2)[C@H](CO)O1)NCCCN1CCOCC1 | 0.1 | -0.1
COc1cccc(-c2ccc3c(c2)O[C@H](CN(C)CC2CC2)[C@H](C)CN([C@@H](C)CO)S3(=O)=O)c1 | -1.2 | 0.1
C[C@@H]1CN([C@@H](C)CO)C(=O)c2c(c3ccccc3n2C)-c2ccccc2CO[C@@H]1CN(C)S(=O)(=O)c1cn(C)cn1 | 1.9 | 0.3
C[C@H]1CN([C@@H](C)CO)C(=O)Cc2cc(NC(=O)C3CC3)ccc2O[C@H]1CN(C)Cc1ccc(C(=O)Nc2ccccc2N)cc1 | 0.2 | -0.3
Cc1noc(C)c1S(=O)(=O)Nc1ccc2c(c1)C(=O)N([C@@H](C)CO)C[C@@H](C)[C@H](CN(C)CC1CCCCC1)OCCCC[C@@H](C)O2 | 0.5 | -0.3
C[C@@H]1CN([C@H](C)CO)C(=O)c2cccc(NC(=O)c3ccncc3)c2O[C@H]1CN(C)Cc1ccc(C(F)(F)F)cc1 | 0.2 | 0.5
C[C@@H]1CN([C@H](C)CO)S(=O)(=O)c2ccc(-c3ccc(C#N)cc3)cc2O[C@@H]1CN(C)C(=O)CN(C)C | 0.8 | -0.7

Single records (already shown). Order of values: Mtb BioA inh	TcdB inh
Shown for C[C@@H]1CN([C@H](C)CO)C(=O)c2cccc(NS(=O)(=O)c3ccc(Cl)cc3)c2O[C@@H]1CN(C)C : 0.1	0.4
Shown for C[C@@H]1CN([C@@H](C)CO)C(=O)c2c(c3ccccc3n2C)-c2ccccc2CO[C@@H]1CN(C)S(=O)(=O)c1cn(C)cn1 : 1.9	0.3

Next compounds.
Compound | Mtb BioA inh | TcdB inh
CCC(=O)N(C)C[C@H]1Oc2cc(C#CC3(O)CCCC3)ccc2S(=O)(=O)N([C@@H](C)CO)C[C@H]1C | 0.6 | -1.2
O=C(C[C@@H]1C[C@H]2c3cc(NC(=O)c4ccc5c(c4)OCO5)ccc3O[C@H]2[C@H](CO)O1)NCCc1ccccc1 | 0.5 | -5.8
C[C@H](CO)N1C[C@H](C)[C@@H](CN(C)Cc2ccncc2)Oc2c(NC(=O)c3nc4ccccc4s3)cccc2C1=O | 4.3 | 1.0
CCCC#Cc1cnc2c(c1)C(=O)N([C@@H](C)CO)C[C@@H](C)[C@H](CN(C)Cc1ccncc1)O2 | -0.3 | 1.1
Cc1noc(C)c1S(=O)(=O)N(C)C[C@@H]1OCCCC[C@H](C)Oc2ccc(NC(=O)Nc3ccccc3)cc2C(=O)N([C@H](C)CO)C[C@H]1C | 1.0 | 1.0
C[C@@H]1CN([C@@H](C)CO)C(=O)c2cc(NS(=O)(=O)c3ccc(F)cc3)ccc2O[C@H]1CN(C)C(=O)Nc1ccc2c(c1)OCO2 | -1.5 | 1.1
C[C@@H]1CN([C@H](C)CO)C(=O)Cc2cc(NC(=O)Nc3ccc(C(F)(F)F)cc3)ccc2O[C@H]1CN(C)CC1CC1 | 1.3 | -0.5
O=S(=O)(c1ccccc1F)N1CCCCN2[C@H](CO)[C@H](c3ccc(-c4ccncc4)cc3)[C@H]2C1 | 2.4 | 0.6
COCC(=O)N(C)C[C@H]1[C@H](c2ccccc2)[C@@H](CO)N1C(=O)Cc1cccnc1 | 1.5 | 0.5
C[C@@H]1CN([C@H](C)CO)C(=O)c2c(c3ccccc3n2C)-c2ccccc2CO[C@H]1CN(C)S(=O)(=O)c1cccc(F)c1 | -0.3 | -6.2
O=C(Nc1ccccc1F)N1CCCCN2[C@H](CO)[C@@H](c3ccc(C4=CCCC4)cc3)[C@H]2C1 | 4.4 | 0.2
C[C@H]1CN([C@@H](C)CO)C(=O)c2cccc(NC(=O)Nc3ccccc3)c2O[C@@H]1CN(C)Cc1ccc(C(F)(F)F)cc1 | -1.1 | 0.4
O=C(C[C@@H]1CC[C@@H]2[C@H](COC[C@H](O)CN2C(=O)Nc2ccc(C(F)(F)F)cc2)O1)NCC1CCCCC1 | 1.9 | -0.7
O=S(=O)(N[C@H]1CC[C@H](CCn2cc(-c3cccnc3)nn2)O[C@@H]1CO)c1ccccc1 | 4.8 | -2.2
COc1ccccc1CN1[C@@H](CO)[C@@H]2c3ccccc3N(C(=O)C3CCCCC3)C[C@@H]21 | 3.8 | 0.5

(cont.)
Compound | Mtb BioA inh | TcdB inh
C/C=C/c1cnc2c(c1)C(=O)N([C@H](C)CO)C[C@H](C)[C@H](CN(C)S(=O)(=O)c1ccccc1)O2 | -3.6 | 0.1
CCCN1C[C@@H](C)[C@H](OC)CN(C)C(=O)c2cc(NC(=O)Nc3c(C)noc3C)ccc2OC[C@@H]1C | -1.7 | 0.4
CC(C)NC(=O)Nc1ccc2c(c1)CC(=O)N([C@H](C)CO)C[C@@H](C)[C@@H](CN(C)C(=O)Nc1ccc(C(F)(F)F)cc1)O2 | -0.3 | 0.4
C[C@H](CO)N1C[C@H](C)[C@H](CN(C)S(=O)(=O)c2ccccc2)Oc2ncc(C#CCN(C)C)cc2C1=O | -1.2&-0.6 | 0.8&-0.8
O=C(N[C@@H]1CC[C@@H](CCn2cc(-c3cccnc3)nn2)O[C@H]1CO)c1ccccc1F | 12 | 0.2
O=C(N[C@@H]1CC[C@H](CCNS(=O)(=O)Cc2ccccc2)O[C@@H]1CO)c1ccccc1F | 2.3 | -5.0
C[C@@H]1CN([C@@H](C)CO)C(=O)c2cc(NS(=O)(=O)c3cn(C)cn3)ccc2O[C@@H](C)CCCCO[C@H]1CN(C)CC1CCCCC1 | 0.5 | -0.6
C[C@H]1CN([C@@H](C)CO)S(=O)(=O)c2ccc(Br)cc2O[C@@H]1CN(C)Cc1cccnc1 | 4.3 | -0.1
CCC(=O)N1C[C@@H](C)[C@H](OC)CN(C)C(=O)c2cc(NC(=O)c3ccccc3)ccc2OC[C@H]1C | -1.3 | 1.9
C[C@H](CO)N1C[C@H](C)[C@H](CN(C)S(=O)(=O)c2ccc(F)cc2)OCCCC[C@H](C)Oc2ccc(NC(=O)NC3CCCCC3)cc2C1=O | 0.7 | 0.2
CN(C)C(=O)C[C@@H]1CC[C@H](NC(=O)C2CCC2)[C@@H](CO)O1 | -1.5 | 0.0
C[C@H]1CN([C@@H](C)CO)C(=O)c2cc(NC(=O)Cc3cn(C)c4ccccc34)ccc2O[C@@H]1CN(C)Cc1ccc(Oc2ccccc2)cc1 | 1.3 | -4.1
C[C@H](CO)N1C[C@H](C)[C@H](CN(C)C(=O)NC2CCCCC2)Oc2ccc(NC(=O)CCN3CCOCC3)cc2C1=O | 1.4 | 0.6
N#C[C@H]1[C@@H](c2ccc(C3=CCCCC3)cc2)[C@@H](CO)N1S(=O)(=O)c1cccc(F)c1 | -3.5 | -0.5
O=C(C[C@H]1C[C@@H]2c3cc(NC(=O)CC4CC4)ccc3O[C@@H]2[C@@H](CO)O1)NCc1cccnc1 | -1.0 | -0.6

Reprinted from the part before: six entries, followed by the next part.
Results follow in this order: Mtb BioA inh	TcdB inh
> C[C@H](CO)N1C[C@H](C)[C@H](CN(C)S(=O)(=O)c2ccc(F)cc2)OCCCC[C@H](C)Oc2ccc(NC(=O)NC3CCCCC3)cc2C1=O
    0.7	0.2
> CN(C)C(=O)C[C@@H]1CC[C@H](NC(=O)C2CCC2)[C@@H](CO)O1
    -1.5	0.0
> C[C@H]1CN([C@@H](C)CO)C(=O)c2cc(NC(=O)Cc3cn(C)c4ccccc34)ccc2O[C@@H]1CN(C)Cc1ccc(Oc2ccccc2)cc1
    1.3	-4.1
> C[C@H](CO)N1C[C@H](C)[C@H](CN(C)C(=O)NC2CCCCC2)Oc2ccc(NC(=O)CCN3CCOCC3)cc2C1=O
    1.4	0.6
> N#C[C@H]1[C@@H](c2ccc(C3=CCCCC3)cc2)[C@@H](CO)N1S(=O)(=O)c1cccc(F)c1
    -3.5	-0.5
> O=C(C[C@H]1C[C@@H]2c3cc(NC(=O)CC4CC4)ccc3O[C@@H]2[C@@H](CO)O1)NCc1cccnc1
    -1.0	-0.6
> CN(C)CC(=O)Nc1ccc2c(c1)[C@H]1C[C@H](CC(=O)NCc3ccccc3)O[C@@H](CO)[C@H]1O2
    -1.7	-0.6
> CC(C)NC(=O)N(C)C[C@@H]1Oc2cc(-c3ccccc3)ccc2S(=O)(=O)N([C@H](C)CO)C[C@H]1C
    2.5	1.0
> CC(C)NC(=O)N(C)C[C@H]1Oc2ncc(C#CC3(O)CCCC3)cc2C(=O)N([C@@H](C)CO)C[C@H]1C
    -2.8	0.1
> CCCNC(=O)C[C@H]1C[C@@H]2c3cc(NC(=O)C4CCC4)ccc3O[C@@H]2[C@H](CO)O1
    1.0	-0.6
> Cc1ccc(S[C@]2(C(=O)NCc3ccccc3)CC(=O)N(C3CCCCC3)[C@@H]2c2ccc(CO)cc2I)cc1
    -1.8	-0.3
> COc1ccc(C#Cc2ccc3c(c2)O[C@H](CN(C)S(=O)(=O)c2ccccc2F)[C@@H](C)CN([C@@H](C)CO)S3(=O)=O)cc1
    -5.1	-1.8
> N#C[C@@H]1[C@H](c2ccc(C3=CCCCC3)cc2)[C@@H](CO)N1S(=O)(=O)c1cccc(F)c1
    -2.4	-1.7
> C[C@@H]1CCCCO[C@H](CN(C)Cc2ccccc2)[C@H](C)CN([C@H](C)CO)C(=O)c2cc(NS(=O)(=O)c3cccs3)ccc2O1
    1.7	1.5
> C[C@@H]1CN([C@@H](C)CO)C(=O)c2ccccc2-c2ccccc2CO[C@@H]1CN(C)S(=O)(=O)c1cccs1
    3.8	-0.5
> C[C@@H]1CN([C@H](C)CO)C(=O)c2cc(NC(=O)Nc3ccccc3)ccc2O[C@@H]1CN(C)Cc1ccc(C(F)(F)F)cc1
    0.3	-0.4

Some values from above.
CC(C)NC(=O)N(C)C[C@H]1Oc2ncc(C#CC3(O)CCCC3)cc2C(=O)N([C@@H](C)CO)C[C@H]1C in TcdB inh is listed with 0.1
COc1ccc(C#Cc2ccc3c(c2)O[C@H](CN(C)S(=O)(=O)c2ccccc2F)[C@@H](C)CN([C@@H](C)CO)S3(=O)=O)cc1 in Mtb BioA inh is listed with -5.1
C[C@@H]1CCCCO[C@H](CN(C)Cc2ccccc2)[C@H](C)CN([C@H](C)CO)C(=O)c2cc(NS(=O)(=O)c3cccs3)ccc2O1 in Mtb BioA inh is listed with 1.7
Cc1ccc(S[C@]2(C(=O)NCc3ccccc3)CC(=O)N(C3CCCCC3)[C@@H]2c2ccc(CO)cc2I)cc1 in TcdB inh is listed with -0.3

New compounds follow
Results follow in this order: Mtb BioA inh	TcdB inh
> COCC(=O)Nc1ccc2c(c1)C(=O)N(C)C[C@H](OC)[C@@H](C)CN(C(=O)c1ccncc1)[C@H](C)CO2
    -1.2	-0.5
> C[C@H](CO)N1C[C@H](C)[C@@H](CN(C)S(=O)(=O)c2ccccc2)OCCCC[C@H](C)Oc2ccc(NC(=O)c3ccncc3)cc2C1=O
    -2.0	0.3
> C[C@H](CO)N1C[C@H](C)[C@H](CN(C)Cc2ccccc2)Oc2ncc(C#Cc3ccc(F)cc3)cc2C1=O
    0.8	0.6
> COc1ccc(S(=O)(=O)N(C)C[C@@H]2Oc3c(NS(=O)(=O)c4c(C)noc4C)cccc3C(=O)N([C@H](C)CO)C[C@@H]2C)cc1
    -1.1	-2.4
> O=C([C@@H]1N[C@@H]2c3ccc(-c4ccc(F)cc4)c(=O)n3C[C@@H]2[C@H]1CO)N1CCc2ccccc2C1
    -1.8	-3.1
> CCCC#Cc1cnc2c(c1)C(=O)N([C@@H](C)CO)C[C@@H](C)[C@H](CN(C)C(=O)c1ccc3c(c1)OCO3)O2
    5.2	-0.1
> Cc1ccc(S(=O)(=O)N(C)C[C@H]2OCCCC[C@@H](C)Oc3ccc(NC(=O)Nc4ccc(F)cc4)cc3C(=O)N([C@H](C)CO)C[C@@H]2C)cc1
    -1.7	-0.2
> C/C=C/c1cnc2c(c1)C(=O)N([C@@H](C)CO)C[C@@H](C)[C@H](CN(C)C(=O)c1ccc3c(c1)OCO3)O2
    9.4	-0.5
